MOR-DOR inv ag = inverse agonists of human mu-delta opioid receptor heterodimerization; cell-based MOR-DOR heterodimer luminescence, inverse agonism; P35372+P41143; AID 504357; actives 0.21% (n = 340,000); inhibition, % at 9.3 µM; in the data active = inhibition above about 22%, passing the limit was not always enough;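 note: 0% = cells with DMSO and 100% = wells without cells with DMSO; values of inactives mirror those of a sister screen read the other way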
Target sequence (P35372 whole entry, looked up): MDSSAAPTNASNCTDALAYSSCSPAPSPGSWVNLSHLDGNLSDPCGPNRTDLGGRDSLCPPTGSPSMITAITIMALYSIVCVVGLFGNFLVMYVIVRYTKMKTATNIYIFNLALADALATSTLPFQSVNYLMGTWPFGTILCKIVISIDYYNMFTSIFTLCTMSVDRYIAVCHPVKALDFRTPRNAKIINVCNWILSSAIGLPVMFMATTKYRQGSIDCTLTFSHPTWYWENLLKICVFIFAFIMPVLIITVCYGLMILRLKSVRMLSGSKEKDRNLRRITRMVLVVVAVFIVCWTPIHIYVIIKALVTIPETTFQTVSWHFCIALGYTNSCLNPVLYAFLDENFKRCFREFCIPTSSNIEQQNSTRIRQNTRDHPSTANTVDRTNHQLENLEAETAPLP
Target sequence (P41143 whole entry, looked up): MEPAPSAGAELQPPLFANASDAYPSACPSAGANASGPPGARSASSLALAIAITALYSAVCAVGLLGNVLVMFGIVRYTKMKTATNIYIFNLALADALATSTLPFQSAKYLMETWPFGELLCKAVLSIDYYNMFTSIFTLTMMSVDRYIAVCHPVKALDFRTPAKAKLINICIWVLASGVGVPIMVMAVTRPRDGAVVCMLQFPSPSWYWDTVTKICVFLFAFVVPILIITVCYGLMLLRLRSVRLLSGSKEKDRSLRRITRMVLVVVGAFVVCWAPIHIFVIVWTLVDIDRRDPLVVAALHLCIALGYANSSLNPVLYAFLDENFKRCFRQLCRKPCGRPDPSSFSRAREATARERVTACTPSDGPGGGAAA
HTR5A ag ctr = HTR5A agonism, opioid heterodimer counter-screen. actives 0.61% (n = 340,000). activation, % at 9.3 µM. HTR5A agonist assay, luminescence, cell-based. AID 504692. P47898; in the data active = activation mostly above about 9.5%, no sharp cut-off; inactive = mostly below about 7.6%;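 note: 0% = cells with vehicle only and 100% = reference agonist; strong numbers were not always called active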
V-ATPase pHluor = regulators of yeast V-ATPase proton transport; S. cerevisiae, pHLuorin cytosolic pH fluorescence; response, % at 10 µM; actives 0.37% (n = 350,000); in the data active = response mostly above about 7.3%, no sharp cut-off; inactive = mostly below about 5.4%; note: actives read high; inactives centre near 0; some compounds called inactive have numbers as strong as hits; reference of the scale not given here
RTF Ca sens inh = cardiac RTF calcium desensitization | inhibition, % at 7.15 µM | P19429+P45379 | IANBD-labeled cardiac RTF, Ca2+ fluorescence | AID 493244 | actives 0.12% (n = 340,000);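 active = inhibition above the mean inhibition of all tested compounds plus 3 SD, cut at about 17% in these data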;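 note: assay run at fixed EC70 calcium of 1.6 mM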
HTR5A inv ctr = counter-screen for OPRM1-OPRD1 inverse agonists: human HTR5A inverse agonism. inhibition, % at 9.3 µM. actives 0.083% (n = 340,000). HTR5A cell line, luminescence. P47898; in the data active = inhibition mostly above about 23%, no sharp cut-off; inactive = mostly below about 18%;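 note: 0% = cells with DMSO and 100% = no-cell wells with DMSO; some compounds called inactive have numbers as strong as hits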
CAL PDZ FP = inhibitors of human CAL PDZ peptide binding | Q9HD26 | purified CAL PDZ, TMR-peptide fluorescence polarization, 1 h | inhibition, % at 24.9 µM | actives 0.92% (n = 300,000) | AID 602252;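 active = mean inhibition of at least 30% with at least half of replicates also reaching 30%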;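 note: 0% = DMSO neutral control and 100% = excess unlabeled competitor peptide PRC23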
OPRM1-OPRD1 ag = agonists of human mu-delta opioid receptor heterodimerization; P35372+P41143; cells, OPRM1-OPRD1 heterodimerization, luminescence; activation, % at 9.3 µM; actives 0.3% (n = 340,000); in the data active = activation above about 18%;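 note: 0% = vehicle-treated cells and 100% = reference agonist; values of inactives mirror those of a sister screen read the other way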
cardiac RTF act = cardiac RTF calcium sensitization; P19429+P45379; IANBD-labeled TnC RTF fluorescence at EC20 calcium; 0% EC20 calcium, 100% full calcium; activation, % at 7.2 µM; actives 0.24% (n = 340,000);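 active = activation above the mean over all tested compounds plus 3 SD, cut at about 30% in these data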;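 note: rise in fluorescence read as greater calcium sensitivity of cardiac thin filaments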
LANA DNA inh = inhibitors of KSHV LANA C-terminal domain DNA binding. MBP-C-LANA/FAM-LBS DNA binding, fluorescence polarization. inhibition, % at 9 µM. actives 0.078% (n = 340,000). AID 504423;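 active = highest replicate inhibition at or above 60% at 9 µM, even if other replicates fall short; inactive = all replicates below 60% inhibition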;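 note: 0% = neutral control wells and 100% = 4 µM acridine orange control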
Keap1-Nrf2 PPI = disrupts human Keap1 binding to Nrf2 peptide; Keap1 Kelch-Nrf2 peptide fluorescence polarization, 1536-well; inhibition, % at 9.4 µM; actives 0.15% (n = 340,000); AID 504523; in the data active = inhibition above about 12%;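 note: human Keap1 Kelch domain with fluorescein labeled Nrf2 9mer peptide probe; 0% = neutral control wells and 100% = peptide positive control; higher means more block of Keap1 binding to Nrf2 peptide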
* = called active by the depositor; / = no result given. An unsorted share of the library. Share with any hit: about 2.8%.

Every second line gives: HTR5A inv ctr, cardiac RTF act, V-ATPase pHluor, HTR5A ag ctr, CAL PDZ FP, RTF Ca sens inh, LANA DNA inh, Keap1-Nrf2 PPI, MOR-DOR inv ag, OPRM1-OPRD1 ag
- CNC(=S)NNC(=O)c1cn(C)nc1C
  -9, 2, -1, -15, 2, -12, -0.1, 1, 11, -2.1
- COc1ccc(/C=N/NC(=O)c2ccoc2C)cc1OC
  -2, 9, 0, 3, -12, -9, -0.1, -4, 13, -2.8
- O=C(Nc1ccc(Cl)cc1C(=O)NCCN1CCOCC1)c1ccc(Cl)cc1Cl
  -27, 9, 5, 0, -2, 14, 0.4, -5, 11, -1.9
- O=C(O)c1ccccc1C(=O)Nc1ccc(S(=O)(=O)N2CCCC2)cc1
  -18, -3, -6, 6, 10, 2, 0.7, 1, -26, 3.2
- Cc1ccc(C)c(OCc2n[nH]c(=S)o2)c1
  -12, 3, 4, 4, -15, -9, -10, 2, 9, -1.7
- COc1ccc(OC)c(CN2C(=O)c3ccccc3C2C(=O)NCc2cccnc2)c1 (stereo unspecified)
  -15, -4, -4, 5, /, 1, -1.7, -7, 19, -3.8
- CCCCOC(=O)/C=C\C(=O)OCCCC
  10, 0, 0, 4, 5, -6, -1.4, -1, 18, -3.5
- Cc1ccc(N)c2c1OCCC2=O
  2, -6, -2, -1, -3, 8, -3.3, -2, -4, 0.8
- CN(Cc1cnc2nc(N)nc(N)c2n1)c1ccc(C(=O)NC(CCC(=O)O)C(=O)O)cc1 (stereo unspecified)
  -10, 2, -3, 3, -2, -7, 45, 2, 11, -2.4
- COc1cc2c(cc1OC)C(=O)Cc1ccc3c(c1CN(C)CC2)OCO3
  3, 4, -1, 5, 1, -2, 0.9, -1, 3, -0.7
- COc1cc(/C=C(/C#N)c2nc3ccccc3[nH]2)ccc1OC(=O)c1ccco1
  -5, 0, 3, 5, -3, -4, -3.1, -7, -1, 0.1
- CCc1[nH]nc2c1C(C1C=CCCC1)C(C#N)=C(N)O2 (stereo unspecified)
  10, 11, -4, -2, -3, 5, 0.9, -4, -1, 0.1
- Cc1ccc(NC(=O)CN2CCN(S(=O)(=O)c3ccc(F)cc3)CC2)cc1C
  -2, -1, 4, -2, -4, 3, -0.8, 1, 14, -3.5
- CCOC(=O)C(=O)Nc1ccccc1C(=O)OC
  4, -2, 3, -1, /, -6, -2.4, 5, 11, -2.2
- CC(=O)Oc1c(Sc2ccccc2[N+](=O)[O-])c(C)nn1C(C)(C)C
  4, 1, -2, -2, 4, 9, 1.0, 2, 12, -2.5
- Cc1ccc(S(=O)(=O)NCCC(=O)Nc2ccc3c(c2)OCO3)cc1
  10, -3, 1, -4, -7, -4, -3.1, 5, 12, -2.8
- O=C(Nc1cc(F)ccc1F)C1CCCO1 (stereo unspecified)
  -1, -2, 3, 2, /, 0, 0.2, -3, 11, -2.0
- CSc1ccc(CN2CCN(S(=O)(=O)Cc3ccccc3)CC2)cc1
  0, 1, 0, 7, 5, -13, -0.8, -8, -3, 0.5
- C=CCn1c(O)c(N=NC(=O)CNC(=O)c2ccco2)c2ccccc21
  21, -2, -4, -7, -1, -16, -1.3, 0, -9, 1.3
- CC(=O)c1cc(-c2ccccc2)n(CC(=O)Nc2ccc(C)c(C)c2)c1C
  -23, 5, -1, 11, 0, -3, -1.6, -1, -17, 3.4
- COc1ccccc1Nc1nc(-c2sc(NC(=O)c3ccccc3)nc2C)cs1
  -2, 4, 3, 1, -5, -11, -2.9, -2, 3, -0.5
- Oc1ccc(N=Cc2ccc(-c3cccs3)s2)cc1
  -1, -6, 3, 9, 2, -1, -1.0, -7, -63, 12
- COc1ccc(C2c3cc(OC)c(OC)cc3CC3C(=O)OCC32)cc1OC (stereo unspecified)
  -10, 3, 2, 2, -2, -8, 3.8, 4, 5, -0.9
- O=C(Nc1ccccc1)N1CCCCC1c1cccnc1 (stereo unspecified)
  -33, -1, -3, 3, -3, -6, 0.8, 3, 4, -0.8
- CS(=O)(=O)c1ccc(-c2cccc(NC(=O)c3ccc(Br)o3)c2)nn1
  -3, 4, 0, 6, /, -6, 1.2, -5, -2, 0.3
- CCO[C@H]1OC(C(=O)N2CCCCCCC2)=C[C@@H](c2coc3ccccc3c2=O)[C@@H]1CCCO
  -16, 7, 1, 6, -1, 0, -2.3, -4, 6, -1.1
- CCc1cc(=O)oc2c(C)c(OCC(=O)N3CCC(C(=O)O)CC3)ccc12
  -2, 5, 6, 4, -1, -7, -0.9, -1, 13, -2.6
- O=[N+]([O-])c1cc(S(=O)(=O)N2CCOCC2)ccc1N1CCCC1
  1, -1, 0, 0, -2, -1, 1.4, -1, 8, -1.5
- CCCCn1c(N)c(-c2nc3ccccc3s2)c2c([N+](=O)[O-])nn(C)c(=O)c21
  15, 1, 0, 1, -1, -7, 0.7, -4, -6, 1.2
- Cc1ccc2c(c1)C(c1ccccc1)N(C(=O)c1ccccc1[N+](=O)[O-])CC(=O)N2 (stereo unspecified)
  -14, 1, 0, 4, 71*, -1, -0.7, 0, 11, -2.6
- O=C(NCc1cnn(-c2ccc(F)cc2)c1)C1CCC(=O)N(C2CC2)C1 (stereo unspecified)
  9, -2, 1, -1, -7, -3, 0.0, 0, 19, -3.5
- CN(C)c1ccc(S(=O)(=O)NCC(=O)NCCC2=CCCCC2)cc1[N+](=O)[O-]
  10, -3, 1, -1, -2, -6, 1.9, 1, 12, -3.2
- CCn1c(SCC(=O)Nc2cc(C)c(Cl)cc2OC)nnc1-c1ccco1
  2, -2, 2, 6, -2, -4, 1.0, -6, -9, 1.6
- O=C(COC(=O)c1ccc[nH]c1=O)Nc1cc(S(=O)(=O)N2CCCCC2)ccc1Cl
  -3, 9, 6, 1, 4, -16, 0.1, -8, -2, 0.5
- O=C(COC(=O)/C=C/c1cccc(C(F)(F)F)c1)NCc1cccs1
  -18, -3, 0, 7, -5, -2, -0.2, 0, -13, 3.4
- NC(=O)c1ccc(Nc2ccc3c(c2)CCC3)c([N+](=O)[O-])c1
  4, -4, 2, -1, -4, 3, -1.2, -2, -7, 1.2
- O=C(CCS(=O)(=O)c1ccccc1Cl)NCc1ccc(F)cc1
  -35, -2, 2, 3, -1, -13, 0.9, -3, 0, -0.1
- Cc1cccc(-n2nnc(C(=O)Nc3ccc(F)cc3)c2N)c1
  -29, -3, 1, 7, 1, -6, 0.1, -1, 1, -0.1
- CCCCNC(=O)C1CCC(CNS(=O)(=O)c2ccc(NC(C)=O)cc2)CC1 (stereo unspecified)
  2, -3, 6, 0, /, -7, -1.5, -2, 16, -2.9
- COC(=O)c1ccc(OC)cc1OCC(=O)N1CCN(c2ccc(F)cc2)CC1
  2, 12, 1, 7, -3, -4, 0.7, -2, 0, -0.1
- Cc1cccc(C(=O)Nc2c3c(nn2C(C)(C)C)CS(=O)(=O)C3)c1
  18, -2, -6, -4, 0, -5, -0.1, 4, 14, -2.6
- C=CCn1c(-c2cccn(Cc3ccc(Cl)cc3)c2=O)n[nH]c1=S
  9, -2, 2, -2, /, -3, -0.9, -2, 15, -3.3
- Cc1cc(NC(=O)CN2CCN(c3ccccn3)CC2)ccc1Br
  -19, -6, 0, 5, 2, 1, 0.4, 2, 2, -0.3
- COc1ccc(NC(=O)c2ccc(N3C(=O)C4CC=C(Cl)CC4C3=O)cc2)cc1 (stereo unspecified)
  24, 12, -5, 2, -2, -19, 1.0, -1, 2, -0.3
- CC(NC(=O)C1CCCC1)c1ccccc1 (stereo unspecified)
  -10, 1, -45, 3, -23, -2, -0.5, 4, 17, -3.5
- COc1ccc(NC(=O)[C@@]2(CC(=O)O)CC(/C=C/c3ccccc3)=NO2)cc1
  -9, 2, 0, 3, -1, 1, 0.9, 0, 3, -0.6
- CCCCNCCOCCOc1ccc(C)cc1Br
  8, -1, 4, -3, -3, -4, -2.4, -3, 8, -1.3
- O=c1c2ccc(Cl)cc2nc(-c2cccc(C(F)(F)F)c2)n1O
  -12, 0, 11*, 4, -4, -3, -0.7, 1, -22, 4.5
- COC(=O)C1C(=O)C2=C(CC1C)NC(=O)CC2c1cccc(C)c1 (stereo unspecified)
  0, -3, 2, 0, -1, 1, 1.9, -3, 14, -2.7
- COc1cc(CN(C)CC2CCCN(CCc3ccccc3F)C2)cc(Cl)c1OC (stereo unspecified)
  -8, -2, -2, 0, 0, 1, -0.7, -3, -59, 12
- O=C(CCc1nc(-c2ccccc2)no1)N1CCCC1
  16, -4, 0, -6, 5, 4, 2.3, 1, -3, 0.7
- O=C(CSc1ncn[nH]1)NC1CC2CCC1C2 (stereo unspecified)
  6, 2, 2, -2, -3, -5, 0.5, 1, 11, -1.9
- Nc1ncc2c(n1)-c1ccccc1CC2
  -2, 7, 1, -4, 13, 2, -0.1, -5, 10, -2.0
- COc1ccc(-c2ccc3c(c2)S(=O)(=O)c2cccc(C(=O)NCc4cc(C)oc4C(F)(F)F)c2C3=O)cc1OC
  -5, -4, 0, 2, 2, -8, 0.4, -3, -32, 5.7
- COCCCNC(=O)CN(c1cccc(Cl)c1C)S(C)(=O)=O
  -9, 0, 3, -1, 0, -5, 1.4, -1, 1, -0.1
- COc1ccc(NC(=O)c2c3c(nc4ccccc24)CCC3)cc1S(=O)(=O)N1CCOCC1
  5, -2, -7, -1, -9, 1, 2.9, 0, -6, 1.1
- CN1CCN(C(=O)c2cc([N+](=O)[O-])ccc2Cl)CC1
  7, -3, -5, -2, 8, -8, -1.3, 0, 13, -2.7
- COC(=O)CSc1ccc2nnc(CCNS(=O)(=O)c3ccc(C)cc3)n2n1
  7, 3, -2, -3, 7, -5, -1.9, -2, 10, -1.9
- COc1cc(N2CCOCC2)ccc1C=C(C#N)C#N
  18, 9, -2, -7, 0, -6, -0.2, -3, -1, 0.2
- O=C(COC(=O)c1cccc(S(=O)(=O)N2CCCC2)c1)Nc1ccccc1Cl
  -27, -2, -3, 10, -4, -6, 0.0, -3, 8, -1.2

The list continues:
Every second line gives: HTR5A inv ctr, cardiac RTF act, V-ATPase pHluor, HTR5A ag ctr, CAL PDZ FP, RTF Ca sens inh, LANA DNA inh, Keap1-Nrf2 PPI, MOR-DOR inv ag, OPRM1-OPRD1 ag
- O=C(CCN1c2ccccc2Sc2ccccc21)OCc1nnc(-c2ccccc2)o1
  -15, 8, 8, 2, 0, -7, -0.5, -1, -16, 2.7
- COc1ccc(C)cc1NC(=O)C1CCCN(S(=O)(=O)c2cccnc2)C1 (stereo unspecified)
  4, -1, -3, -1, -3, 3, -0.1, -1, 16, -3.0
- COC(=O)CN(c1nc(C)c(Br)c(OC)n1)S(=O)(=O)c1ccc(C)cc1
  -19, 7, -1, 5, -10, -13, -0.3, -2, -16, 2.8
- Cc1cc(C(C)(C)C)oc1C(=O)N(CC(=O)NC1CCCC1)Cc1ccccc1
  -15, -1, -4, 6, 1, 3, -0.8, -1, -6, 0.9
- CCOC(=O)C(C)/C(C)=N/NC(=O)c1cc2ccccc2cc1O (stereo unspecified)
  6, 4, 1, -2, -5, 2, 1.2, 4, -5, 1.0
- O=C(O)CSCCn1cccn1
  14, 0, -2, -5, -4, -9, 1.3, -3, 20, -4.0
- COc1ccc(-c2noc(CCCC(=O)NCCc3ccccc3)n2)cc1OC
  -1, -1, -1, 6, 0, -13, -0.9, 4, 4, -0.7
- CCc1ccc(S(=O)(=O)Nc2ccc(N3CCN(C)CC3)cc2)cc1
  2, 0, 0, -1, 11, 3, -0.6, 1, 10, -2.1
- COc1ccccc1/C=C\C(=O)NCC(=O)N/N=C/c1cccc(OC)c1O
  14, 1, 2, -2, 1, -4, 0.6, -3, 17, -3.2

From PubChem BioAssay
